Screening data deposited in PubChem BioAssay by several laboratories.
Rin1-Abl PPI inh – inhibitors of human Rin1-Abl protein interaction; inhibition, % at 7.35 µM; P00519+Q13671; actives 0.4% (n = 360,000); TR-FRET Rin1/Abl binding, biochemical; in the data active = inhibition above about 5%, passing the limit was not always enough
Target sequence (P00519 whole entry, looked up): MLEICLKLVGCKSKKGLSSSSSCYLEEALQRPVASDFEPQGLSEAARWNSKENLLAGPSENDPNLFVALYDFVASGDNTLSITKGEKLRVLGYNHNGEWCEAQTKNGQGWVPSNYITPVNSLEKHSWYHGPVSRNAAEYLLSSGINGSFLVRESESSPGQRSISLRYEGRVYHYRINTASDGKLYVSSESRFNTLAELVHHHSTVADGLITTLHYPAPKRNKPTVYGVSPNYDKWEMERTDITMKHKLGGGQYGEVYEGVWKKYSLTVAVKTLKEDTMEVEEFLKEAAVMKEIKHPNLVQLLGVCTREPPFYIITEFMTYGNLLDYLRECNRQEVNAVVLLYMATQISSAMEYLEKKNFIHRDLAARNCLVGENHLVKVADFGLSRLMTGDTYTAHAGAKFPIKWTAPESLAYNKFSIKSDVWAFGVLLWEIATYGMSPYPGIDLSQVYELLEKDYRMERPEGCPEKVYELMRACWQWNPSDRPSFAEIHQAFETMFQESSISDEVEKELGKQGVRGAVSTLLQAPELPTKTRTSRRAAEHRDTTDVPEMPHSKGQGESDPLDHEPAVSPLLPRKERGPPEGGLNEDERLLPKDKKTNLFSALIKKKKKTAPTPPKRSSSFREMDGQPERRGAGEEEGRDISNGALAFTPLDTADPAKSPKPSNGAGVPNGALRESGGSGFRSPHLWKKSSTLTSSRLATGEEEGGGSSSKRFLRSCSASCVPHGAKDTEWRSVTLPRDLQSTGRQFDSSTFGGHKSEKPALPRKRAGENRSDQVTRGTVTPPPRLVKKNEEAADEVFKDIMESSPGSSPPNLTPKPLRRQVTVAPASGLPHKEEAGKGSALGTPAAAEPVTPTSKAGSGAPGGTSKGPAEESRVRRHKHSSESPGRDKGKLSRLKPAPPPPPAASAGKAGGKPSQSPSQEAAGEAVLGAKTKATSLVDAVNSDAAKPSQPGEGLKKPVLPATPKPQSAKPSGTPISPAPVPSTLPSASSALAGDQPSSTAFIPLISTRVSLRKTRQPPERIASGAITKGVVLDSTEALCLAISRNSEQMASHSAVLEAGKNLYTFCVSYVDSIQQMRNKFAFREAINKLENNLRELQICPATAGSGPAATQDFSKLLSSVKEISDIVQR
Target sequence (Q13671 whole entry, looked up): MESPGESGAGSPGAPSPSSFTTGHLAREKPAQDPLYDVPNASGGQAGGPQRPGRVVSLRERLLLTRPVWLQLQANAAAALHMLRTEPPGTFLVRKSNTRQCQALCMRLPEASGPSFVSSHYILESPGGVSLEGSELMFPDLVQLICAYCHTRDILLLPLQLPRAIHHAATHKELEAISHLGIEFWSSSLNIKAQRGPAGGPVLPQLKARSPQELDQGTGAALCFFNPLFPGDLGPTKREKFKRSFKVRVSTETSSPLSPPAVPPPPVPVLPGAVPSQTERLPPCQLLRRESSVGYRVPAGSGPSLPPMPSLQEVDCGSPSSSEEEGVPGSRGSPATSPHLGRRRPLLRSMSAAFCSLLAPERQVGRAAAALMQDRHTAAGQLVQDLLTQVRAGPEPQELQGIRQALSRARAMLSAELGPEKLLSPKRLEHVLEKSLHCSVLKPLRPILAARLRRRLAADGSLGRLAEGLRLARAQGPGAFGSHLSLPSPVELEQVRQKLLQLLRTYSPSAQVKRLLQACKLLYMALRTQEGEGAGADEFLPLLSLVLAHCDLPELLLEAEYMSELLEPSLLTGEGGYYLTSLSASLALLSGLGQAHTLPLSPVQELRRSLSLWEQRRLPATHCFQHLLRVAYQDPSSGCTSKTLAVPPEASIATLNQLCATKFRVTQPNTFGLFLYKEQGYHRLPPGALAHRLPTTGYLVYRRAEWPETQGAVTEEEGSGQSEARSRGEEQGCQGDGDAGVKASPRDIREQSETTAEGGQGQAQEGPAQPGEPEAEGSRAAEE
NadD inh – inhibitors of Staphylococcus aureus NadD; actives 0.78% (n = 360,000); inhibition, % at 20 µM; purified NadD enzyme, colorimetric absorbance read-out; in the data active = inhibition above about 26%; note: some compounds past the cut are filed as inactive
SKN-1 block – inhibitors of C. elegans SKN-1. C. elegans VP596 Pgst-4::GFP/RFP ratio, acrylamide-induced, 24 h. actives 0.49% (n = 360,000). inhibition, % at 21.8 µM;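 active = interference check ratio from 0.5 to 1.5 plus GFP to RFP signal ratio inhibition reaching or exceeding a fixed threshold, cut at about 30% in these data, passing the limit was not always enough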; note: some compounds called inactive have numbers as strong as hits
MLLE-PAM2 inh – blocks PAM2 peptide binding to the PABP1 MLLE domain; P11940; GST-MLLE / FITC-PAM2 fluorescence polarization; inhibition, % at 20 µM; actives 0.36% (n = 360,000); in the data active = inhibition above about 35%, passing the limit was not always enough;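 note: plate controls were DMSO wells with GST-MLLE for no effect and wells lacking GST-MLLE protein for full effect; some results filed as inactive read as strong as hits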
MT1-MMP act inh – inhibitors of human MT1-MMP activation; GFP/RFP ratio change, % at 20 µM; HT1080 RFP-PRO-GFP cells, GFP/RFP ratio fluorescence, overnight; percent of plate control window, DMSO zero; actives 0.061% (n = 360,000); P50281;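 active = GFP/RFP ratio change of at least 30% with cell ATP level not reduced by more than half and red fluorescence within 50% of control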; note: strong numbers were not always called active
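Assay system: HT1080 cells carrying an RFP-PRO-GFP reporter | Dosing: Single dose of 20 µM compound, 1% DMSO final | Incubation: Cells overnight before dosing, compound overnight, 37 °C, 5% CO2 | Evaluation: GFP/RFP fluorescence ratio | Control set: DMSO and RFP-L50D-GFP cell wells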
CSN inh – CSN deneddylation inhibition | Q92905 | Purified CSN, SCF-Nedd8-OG deneddylation, fluorescence polarization | inhibition, % at 12.5 µM | actives 0.38% (n = 360,000) | AID 651999;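 active = pattern-corrected inhibition above about 35%, with an unprinted fluorescence ratio check between 0.5 and 1.5, limit read from the data, passing the limit was not always enough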;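 note: 0% = enzyme with substrate and 100% = substrate without enzyme; some results filed as inactive read as strong as hits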
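Detection – fluorescence polarization · System – HEK293T-derived human Csn5 enzyme · Controls – substrate-only high control, full reaction low control · Timing – 90 min, room temperature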
Neddyl block – inhibitors of human cullin neddylation | calls only at 25 µM | TR-FRET cullin neddylation, biochemical | AID 651699 | actives 0.58% (n = 360,000); in the data active = inhibition above about 36%
FAS TE block – blocks the thioesterase domain of human fatty acid synthase; P49327; recombinant FAS-TE, OMFH fluorogenic substrate, fluorescence endpoint; inhibition, % at 15 µM; actives 0.67% (n = 360,000);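 active = compounds whose normalised, plate-corrected inhibition of enzyme fluorescence in the single-dose primary screen is 50% or more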;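 note: 0% = DMSO with enzyme and 100% = substrate without enzyme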
Rpn11 inh – inhibitors of human proteasome Rpn11; O00487; human 26S proteasome, Ub4-pepOG fluorescence polarization; 20S core pre-blocked with epoxomicin; calls only at 20 µM; actives 0.59% (n = 360,000);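 active = inhibition at 20 µM, scaled to each plate's controls, above about 33%, limit read from the data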
Starred values were filed as active, the others as inactive; i = inactive; x = not tested or not shown; + = active, no number. The order is random; 3.9% or so of the library scored in one or more.

1: CCN(CC)C(=O)[C@H]1C[C@H](CC(=O)NCCCOC)C(=O)N2CCc3c([nH]c4cc(-c5ccco5)ccc34)[C@]12C
2: CC1(C)Cc2c(C#N)c(NCCCO)nc(-c3ccccc3)c2CO1
3: CC[C@]12c3[nH]c4ccc(Cl)cc4c3CCN1C(=O)[C@@H](CC(=O)NCc1cccc(C(F)(F)F)c1)C[C@@H]2C(=O)N1CCN(C(=O)C2CC2)CC1
4: CC(C)C(=O)OCC(=O)Nc1ccc2c(c1)CCC2
5: Cc1nn(-c2ccc(Cl)cc2)c(NC(=O)C(C)C)c(-c2ccccc2)c1=O

assay / compound	1	2	3	4	5
Neddyl block	x	x	i	i	i
Rin1-Abl PPI inh	-5	-2	4	-2	1
MLLE-PAM2 inh	-4	13	3	4	15
Rpn11 inh	i	+	i	i	i
FAS TE block	-6	3	30	-1	-1
CSN inh	1	0	-4	1	4
SKN-1 block	-8	29	18	27	7
NadD inh	4	1	-3	-5	6
MT1-MMP act inh	0	-2	2	-8	2

6: CCOC(=O)C1CCCN(c2c(NCC3CCCN3CC)c(=O)c2=O)C1 (configuration not stated)
7: CN1OC[C@@H]2CN(Cc3cc(Cl)cc(Cl)c3)[C@H](c3cccc(-c4ccccc4)c3)C[C@@H]21
8: COc1ccccc1N1C(=O)CC(c2ccccc2)CC1=O
9: CCCCC(=O)Nc1ccc(C(=O)Nc2ccc(S(=O)(=O)N3CCCC3)cc2)cc1
10: COc1ccccc1Nc1nc(-c2cccc([N+](=O)[O-])c2)cs1

assay / compound	6	7	8	9	10
Neddyl block	i	i	i	i	i
Rin1-Abl PPI inh	-1	-4	0	-16	2
MLLE-PAM2 inh	9	-5	0	-6	-17
Rpn11 inh	i	i	i	i	i
FAS TE block	-9	13	-10	-15	46
CSN inh	-2	-5	-3	-1	-4
SKN-1 block	-5	-4	4	-16	10
NadD inh	4	11	-3	0	-3
MT1-MMP act inh	x	1	3	12	1

11: COc1cccc(NC(=O)CN2C(=O)NC3(CCc4ccccc43)C2=O)c1 (configuration not stated)
12: COc1ccc(F)cc1S(=O)(=O)n1cnc2ccccc21
13: Cn1c(=O)c2c(nc(NCC(O)CO)n2CCc2ccccc2)n(C)c1=O (configuration not stated)
14: CC(C)CNC(=O)c1ccccc1Oc1ccccc1
15: O=S(=O)(Nc1c(F)cccc1F)c1ccc2c(c1)OCCO2

assay / compound	11	12	13	14	15
Neddyl block	i	i	i	i	i
Rin1-Abl PPI inh	-1	-14	-2	-2	0
MLLE-PAM2 inh	0	-15	1	-3	6
Rpn11 inh	i	i	i	i	i
FAS TE block	-8	-3	-8	-6	-4
CSN inh	-8	0	2	-1	0
SKN-1 block	-8	7	8	-25	6
NadD inh	2	-1	3	6	-1
MT1-MMP act inh	-1	2	4	4	-4

16: COc1ccccc1N1CCN(Cc2cc3c(cc2[N+](=O)[O-])OCO3)CC1
17: O=C(COC(=O)c1ccc([N+](=O)[O-])o1)Nc1ccc2c(c1)OCO2
18: O=C(CCSc1nnc(-c2ccco2)o1)Nc1ccc(Cl)cc1
19: COc1ccc(C2(CNC(=O)C(=O)Nc3ccc(C)cc3)CCOCC2)cc1
20: CCOc1ccc(-c2ccc(C=O)o2)c([N+](=O)[O-])c1

assay / compound	16	17	18	19	20
Neddyl block	i	i	i	i	i
Rin1-Abl PPI inh	0	4	0	1	-2
MLLE-PAM2 inh	11	-14	0	13	3
Rpn11 inh	i	i	i	i	i
FAS TE block	14	-6	6	1	-4
CSN inh	-4	1	-5	-6	-1
SKN-1 block	8	-11	13	3	2
NadD inh	-4	-4	-9	1	-4
MT1-MMP act inh	2	-2	2	-1	-4

Structural class, the compounds so far with a halogen.
3: CC[C@]12c3[nH]c4ccc(Cl)cc4c3CCN1C(=O)[C@@H](CC(=O)NCc1cccc(C(F)(F)F)c1)C[C@@H]2C(=O)N1CCN(C(=O)C2CC2)CC1
5: Cc1nn(-c2ccc(Cl)cc2)c(NC(=O)C(C)C)c(-c2ccccc2)c1=O
7: CN1OC[C@@H]2CN(Cc3cc(Cl)cc(Cl)c3)[C@H](c3cccc(-c4ccccc4)c3)C[C@@H]21
12: COc1ccc(F)cc1S(=O)(=O)n1cnc2ccccc21
15: O=S(=O)(Nc1c(F)cccc1F)c1ccc2c(c1)OCCO2
18: O=C(CCSc1nnc(-c2ccco2)o1)Nc1ccc(Cl)cc1

assay / compound	3	5	7	12	15	18
Neddyl block	i	i	i	i	i	i
Rin1-Abl PPI inh	4	1	-4	-14	0	0
MLLE-PAM2 inh	3	15	-5	-15	6	0
Rpn11 inh	i	i	i	i	i	i
FAS TE block	30	-1	13	-3	-4	6
CSN inh	-4	4	-5	0	0	-5
SKN-1 block	18	7	-4	7	6	13
NadD inh	-3	6	11	-1	-1	-9
MT1-MMP act inh	2	2	1	2	-4	2

Next entries:
21: Cc1ccc(NC(=O)c2cc(NC(=O)c3ccco3)ccc2N2CCOCC2)cc1
22: CNc1ncnc(Sc2nc(N)nc3nc[nH]c23)c1[N+](=O)[O-]
23: COc1cc(C(c2sc3ncnn3c2O)N2CCN(c3ccccc3F)CC2)cc(OC)c1OC (configuration not stated)
24: CC(C)NC(=O)N(C)C[C@H]1Oc2ccc(NS(=O)(=O)c3ccccc3)cc2C(=O)N([C@H](C)CO)C[C@H]1C
25: Cc1ccc(S(=O)(=O)CCC(=O)OCC(=O)N(C)CC(=O)Nc2ccc(F)cc2)cc1

assay / compound	21	22	23	24	25
Neddyl block	i	i	i	i	i
Rin1-Abl PPI inh	1	-3	2	3	2
MLLE-PAM2 inh	-2	24	13	2	2
Rpn11 inh	i	i	i	i	i
FAS TE block	7	1	-78	-1	-5
CSN inh	6	-4	3	4	-2
SKN-1 block	-13	-12	4	19	-7
NadD inh	-1	2	3	-2	-3
MT1-MMP act inh	7	4	-1	4	-1

26: Cc1ccc(C(C)C)c(OCC(=O)Nn2c(C)nc3ccccc3c2=O)c1
27: CCN1CCCC1CNC(=O)c1cc(OC)c(OC)c(OC)c1 (configuration not stated)
28: Cc1cccc(CSCCNC(=S)Nc2ccccc2)c1
29: CCOc1ccc(-c2nnn(CC(=O)NCc3cccs3)n2)cc1
30: Cc1ccc([N+](=O)[O-])cc1S(=O)(=O)NCc1cccnc1

assay / compound	26	27	28	29	30
Neddyl block	i	i	i	i	i
Rin1-Abl PPI inh	1	2	3	-5	2
MLLE-PAM2 inh	11	1	-48	-1	-6
Rpn11 inh	i	i	i	i	i
FAS TE block	-3	-10	14	-2	-2
CSN inh	1	3	-13	-4	-7
SKN-1 block	-25	31	-4	1	12
NadD inh	-4	-2	-5	-8	-5
MT1-MMP act inh	1	3	11	6	-1

Values by screen from the list:
Nos. 4–8 in Rin1-Abl PPI inh, in turn: -2, 1, -1, -4, 0
Nos. 4–8 in FAS TE block, in turn: -1, -1, -9, 13, -10

Later entries:
31: O=C(O)c1ccc2c(c1)S(=O)(=O)c1cc(N3CCN(c4cnccn4)CC3)ccc1C2=O
32: CC(C)N(C1=CC(=O)OC12CCCCC2)C(C)C
33: COc1ccccc1NC(=O)CNC(=O)Cn1c(C)cc2ccccc2c1=O
34: OC[C@@H]1CN(Cc2ccc(-c3ccccc3)cc2)C[C@H](n2cnc3c(NC4CCC4)ncnc32)O1
35: COCCNC(=O)C1(C)CCCN(C(=O)c2ccc3snnc3c2)C1 (configuration not stated)

assay / compound	31	32	33	34	35
Neddyl block	i	i	i	i	i
Rin1-Abl PPI inh	-4	-1	0	18*	-2
MLLE-PAM2 inh	-36	2	11	11	4
Rpn11 inh	i	i	i	i	i
FAS TE block	-9	-4	-2	8	-5
CSN inh	10	3	-2	6	1
SKN-1 block	2	-4	-25	-4	12
NadD inh	2	-1	-1	-3	0
MT1-MMP act inh	-3	-1	3	8	-2

36: CCOC(=O)C1C(=O)CC(C)(O)C(C(=O)OCC)C1c1ccc(N(CC)CC)cc1 (configuration not stated)
37: COc1cc(SC)ccc1C(=O)NCC1CCCO1 (configuration not stated)
38: O=C(O)C1C2CC3OC(=O)C1C3C2 (configuration not stated)
39: COc1ccc(Cc2nn3c(Cn4nnc5ccccc54)nnc3s2)cc1
40: Cc1ccc(N(CCC#N)C(=O)CN2C(=O)NC(Cc3ccccc3)C2=O)cc1 (configuration not stated)

assay / compound	36	37	38	39	40
Neddyl block	i	i	i	i	i
Rin1-Abl PPI inh	-1	0	2	-1	2
MLLE-PAM2 inh	7	5	2	15	-10
Rpn11 inh	i	i	i	i	i
FAS TE block	-2	-12	-9	-3	-1
CSN inh	3	2	-1	1	8
SKN-1 block	13	-2	23	6	5
NadD inh	-7	1	-3	9	5
MT1-MMP act inh	6	-2	1	0	0

41: CC1(C(=O)NCCN2CCOCC2)C=CCN1C(=O)c1ccccc1 (configuration not stated)
42: COc1ccc(CC(=O)NCc2ccc(F)cc2)cc1S(=O)(=O)N1CCOCC1
43: CCC(NC(=O)c1oc2ccccc2c1COC)c1ccc(OC)cc1 (configuration not stated)
44: CCCCn1c(N)c(N(CCC(C)C)C(=O)Cc2ccc(S(=O)(=O)N3CCOCC3)s2)c(=O)[nH]c1=O
45: COc1ccc(C(=O)Nc2nnc(C3=COCCO3)o2)cc1
46: CCN(CC)S(=O)(=O)c1ccc(N(C)C)c(NC(=O)C2CCCC2)c1
47: CCC(C(=O)NCc1ccc(F)cc1)N(Cc1cccs1)C(=O)c1snc(C(N)=O)c1N (configuration not stated)
48: O=C(Nc1cc(S(=O)(=O)N2CCOCC2)ccc1N1CCOCC1)c1cn2ccccc2n1

assay / compound	41	42	43	44	45	46	47	48
Neddyl block	i	i	i	i	i	i	i	i
Rin1-Abl PPI inh	-3	1	-1	0	1	-3	-1	1
MLLE-PAM2 inh	-10	-3	-6	2	-11	0	0	2
Rpn11 inh	i	i	i	i	i	i	i	i
FAS TE block	-11	-8	11	-1	-3	-5	6	-6
CSN inh	-9	4	0	-6	0	0	1	-4
SKN-1 block	10	-2	11	-4	0	-6	-4	4
NadD inh	-4	0	-1	8	3	2	-12	3
MT1-MMP act inh	4	0	2	-7	3	1	-1	4

Quoted from the listing:
Reading of #2 in SKN-1 block: 29
Reading of #13 in NadD inh: 3
Reading of #30 in SKN-1 block: 12
Reading of #9 in MLLE-PAM2 inh: -6
Reading of #38 in CSN inh: -1
Reading of #35 in FAS TE block: -5
Reading of #17 in NadD inh: -4
